# TR-FRET SRC-2 ct: TR-FRET signal artefacts, primary screen, artefact control for PPARgamma SRC-2 agonist project, biochemical; TR-FRET artefact counter-screen; stronger effect = higher value; TR-FRET ratio at 8 µM; 0.4% of 200,000 active; AID 1049, 2008; in the data active = TR-FRET ratio above about 2000; note: inactives centre near 1500
# PPARg SRC-3 ag: PPARgamma agonists recruiting SRC-3 coactivator, primary screen, biochemical | activation, % at 8 µM | AID 731, 2007 | biochemical PPARgamma/SRC-3 coactivator recruitment assay | Peroxisome proliferator-activated receptor gamma (Homo sapiens), P37231 | 0.26% of 200,000 active; in the data active = activation above about 23%;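 note: 0% = DMSO and 100% = reference agonist; some compounds past the cut are filed as inactive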
# Target sequence (P37231 whole entry, looked up): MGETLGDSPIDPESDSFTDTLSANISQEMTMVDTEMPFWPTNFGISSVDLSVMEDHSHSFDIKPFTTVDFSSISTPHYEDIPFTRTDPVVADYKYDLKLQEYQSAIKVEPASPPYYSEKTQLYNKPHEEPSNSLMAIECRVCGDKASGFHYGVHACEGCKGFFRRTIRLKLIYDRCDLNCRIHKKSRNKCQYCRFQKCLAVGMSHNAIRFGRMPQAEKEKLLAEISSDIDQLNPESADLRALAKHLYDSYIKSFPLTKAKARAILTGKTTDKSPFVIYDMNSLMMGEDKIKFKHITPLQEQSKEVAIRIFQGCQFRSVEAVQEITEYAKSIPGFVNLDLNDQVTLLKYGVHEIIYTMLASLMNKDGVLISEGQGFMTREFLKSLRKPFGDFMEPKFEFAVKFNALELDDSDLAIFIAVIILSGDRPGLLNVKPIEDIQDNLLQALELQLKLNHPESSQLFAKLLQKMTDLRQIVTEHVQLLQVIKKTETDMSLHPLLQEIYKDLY
# PPARg SRC-1 ag: PPARgamma agonists recruiting SRC-1 coactivator, primary screen, biochemical. Peroxisome proliferator-activated receptor gamma (Homo sapiens), P37231. 0.41% of 200,000 active. PPARgamma-SRC-1 coactivator recruitment biochemical assay. activation, % at 8 µM; in the data active = activation above about 19%;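 note: 0% = DMSO and 100% = reference agonist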
# TNAP act hi DEA: TNAP activators at high phosphate acceptor level, primary screen, biochemical, luminescence, uHTS; Alkaline phosphatase, tissue-nonspecific isozyme (Homo sapiens), P05186; purified TNAP, CDP-star luminescence, 1 M DEA, 30 min; stronger effect = higher value; 0 = EDTA background, 1 = DMSO-only activity; activation factor at 20 µM; 200,000 tested, under 10 active; AID 1136, 2008;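 active = activation factor at least 2 at 20 µM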
# Target sequence (P05186 whole entry, looked up): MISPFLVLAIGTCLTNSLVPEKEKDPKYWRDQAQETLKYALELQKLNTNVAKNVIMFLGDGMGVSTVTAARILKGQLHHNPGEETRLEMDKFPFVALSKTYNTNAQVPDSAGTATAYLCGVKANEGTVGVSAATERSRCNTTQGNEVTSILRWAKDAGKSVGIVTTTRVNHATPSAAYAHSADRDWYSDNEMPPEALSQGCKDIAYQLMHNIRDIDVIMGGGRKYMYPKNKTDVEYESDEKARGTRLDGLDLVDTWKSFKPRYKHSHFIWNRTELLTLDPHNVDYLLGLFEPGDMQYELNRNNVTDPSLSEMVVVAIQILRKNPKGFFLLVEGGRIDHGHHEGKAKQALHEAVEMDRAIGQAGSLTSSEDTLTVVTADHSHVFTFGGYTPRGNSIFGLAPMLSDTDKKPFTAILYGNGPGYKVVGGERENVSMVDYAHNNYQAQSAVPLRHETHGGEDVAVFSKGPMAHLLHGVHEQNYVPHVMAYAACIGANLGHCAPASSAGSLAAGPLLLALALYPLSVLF
#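 Dosing: 20 µM single point. System: human TNAP. Amount: TNAP 1/800 final. Incubation: 30 min, room temperature. Read-out: TNAP activation factor scaled between EDTA and DMSO control wells. Signal: luminescence from CDP-star hydrolysis. Medium: 1 M DEA, pH 9.8, Mg2+, Zn2+. Control set: EDTA negative control, DMSO positive control.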
# bIAP inhibitor: bovine intestinal alkaline phosphatase inhibitors, primary screen, selectivity assay for TNAP inhibitor project, biochemical, bovine IAP, CDP-star luminescence; alkaline phosphatase, intestinal [Bos taurus]; purified bovine IAP, 30 min; inhibition, % at 20 µM; AID 1019, 2008; 190,000 tested, under 10 active;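 active = over 50% inhibition of intestinal alkaline phosphatase at 20 µM in the single-dose screen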
#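 System: Purified bovine intestinal alkaline phosphatase (IAP) enzyme | Input: IAP diluted 1/65,000,000 in the well | Also added: CDP-star chemiluminescent phosphatase substrate, 30 µM final | Dosing: 20 µM single dose | Times: Enzyme reaction for 30 min at room temperature | Detection: Luminescence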
# TNAP inh noacc: human TNAP enzyme inhibitors, primary screen, biochemical, luminescent, no phosphate acceptor, uHTS. purified TNAP, CDP-star luminescence, 30 min. AID 1012, 2008. 0.26% of 200,000 active. Alkaline phosphatase, tissue-nonspecific isozyme (Homo sapiens), P05186. inhibition, % at 20 µM;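 active = tissue-nonspecific alkaline phosphatase inhibition above about 50% at 20 µM in the single-dose screen, limit read from the data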;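 note: 0% = DMSO negative control and 100% = EDTA positive control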
# HMGR II inh: inhibitors of E. faecalis class II HMGR, primary screen, biochemical, Enterococcus faecalis. HMG-CoA reductase (Enterococcus faecalis, mvaE). purified E. faecalis HMGR, NADPH absorbance 340 nm kinetic. inhibition, % at 10 µM. 0.41% of 190,000 active;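 active = inhibition above a set limit, the median over all tested compounds plus 3 SD, cut at about 9.5% in these data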;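 note: enzyme runs in reverse so mevalonate oxidation gives rising NADPH absorbance; 0% = complete reaction with DMSO and 100% = background rate lacking mevalonate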
# TNAP inh hiacc: human TNAP enzyme inhibitors, primary screen, biochemical, luminescent, high phosphate acceptor level, uHTS; 0.03% of 200,000 active; purified TNAP, CDP-star luminescence, 1 M DEA; Alkaline phosphatase, tissue-nonspecific isozyme (Homo sapiens), P05186; inhibition, % at 20 µM; AID 1135, 2008;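 active = over 50% inhibition of tissue-nonspecific alkaline phosphatase at 20 µM in the single-dose screen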;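 note: plate controls were DMSO wells for no effect and EDTA-quenched wells as full inhibition for full effect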
# PPARg SRC2 recr: agonists of PPARg-SRC-2 recruitment, primary screen, biochemical, HTS. PPARgamma LBD-SRC-2 recruitment. 0.34% of 200,000 active. Peroxisome proliferator-activated receptor gamma (Homo sapiens), P37231. activation, % at 8 µM; in the data active = activation above about 22%;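 note: 0% = vehicle and 100% = reference agonist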
# bIAP activator: bovine intestinal alkaline phosphatase activators, primary screen, biochemical, bovine IAP, CDP-star luminescence. alkaline phosphatase, intestinal [Bos taurus]. 0.17% of 200,000 active. purified bovine IAP, 30 min; stronger effect = higher value; fold of DMSO-control signal, blank-subtracted. activation factor at 20 µM;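 active = activation factor of 2 or more at 20 µM, a signal rise over negative controls twice the positive control's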
# Active calls of the source: *.
# Sample of the layout:
# Every second line gives: TR-FRET SRC-2 ct, PPARg SRC-3 ag, PPARg SRC-1 ag, TNAP act hi DEA, bIAP inhibitor, TNAP inh noacc, HMGR II inh, TNAP inh hiacc, PPARg SRC2 recr, bIAP activator
[1] O=C(CCCOc1ccc(Cl)cc1Cl)NNC(=O)c1ccc(NC(=O)c2ccccc2)cc1
  1477, -3, 1, 1, 12, -12, 0, -1, 1, 0.9
[2] CC1CCCN(C(c2ccccc2)c2sc3ncnn3c2O)C1 (stereo not drawn)
  1447, 2, 5, 1, 1, 1, -4, -3, 1, 1
[3] N#CC1=C(N)SC(N)=C(C#N)C1CCc1ccccc1
  1760, 21, 4, 1, 15, -6, -3, -2, 18, 0.8
[4] CCOC(=O)c1c(N2C(=O)C3C4C=CC(C4)C3C2=O)sc2c1CCC(C)C2 (stereo not drawn)
  1596, 1, 2, 1, 8, -5, -1, -2, 6, 0.9

# Results, from the first entry:
# Every second line gives: TR-FRET SRC-2 ct, PPARg SRC-3 ag, PPARg SRC-1 ag, TNAP act hi DEA, bIAP inhibitor, TNAP inh noacc, HMGR II inh, TNAP inh hiacc, PPARg SRC2 recr, bIAP activator
[1] O=C(CCCOc1ccc(Cl)cc1Cl)NNC(=O)c1ccc(NC(=O)c2ccccc2)cc1
  1477, -3, 1, 1, 12, -12, 0, -1, 1, 0.9
[2] CC1CCCN(C(c2ccccc2)c2sc3ncnn3c2O)C1 (stereo not drawn)
  1447, 2, 5, 1, 1, 1, -4, -3, 1, 1
[3] N#CC1=C(N)SC(N)=C(C#N)C1CCc1ccccc1
  1760, 21, 4, 1, 15, -6, -3, -2, 18, 0.8
[4] CCOC(=O)c1c(N2C(=O)C3C4C=CC(C4)C3C2=O)sc2c1CCC(C)C2 (stereo not drawn)
  1596, 1, 2, 1, 8, -5, -1, -2, 6, 0.9
[5] O=c1c2ccccc2ncn1CCCOc1ccccc1[N+](=O)[O-]
  1506, 4, 6, 1.1, 8, -11, -1, -5, 1, 0.9
[6] OCCC1CN(Cc2nc(-c3ccccc3)cs2)CCN1C1CCCC1 (stereo not drawn)
  1563, 2, -4, 1, -2, -6, -3, -1, 4, 1
[7] COc1cccc(C(=O)CSc2nnc(CNS(C)(=O)=O)n2-c2ccc(C)cc2)c1
  1536, 8, 10, 1.1, -4, -6, -2, -6, 6, 1
[8] O=C(CSCCO)N1CCc2ccccc21
  1638, 12, -2, 1, 16, -11, -1, -2, 2, 0.8
[9] O=C(NC1CCCCCC1)c1cccs1
  1621, 6, 7, 1, 5, -2, 1, 2, 2, 1
[10] Cn1nc(OC(=O)Nc2ccc(F)cc2)cc1C(F)(F)F
  1494, -12, -1, 1.1, 12, -10, -1, -6, 1, 0.9
[11] COc1ccc(N2CCN(C(=O)CCSCc3ccccc3F)CC2)cc1
  1530, -1, -8, 1, 6, -7, -2, 0, -1, 0.9
[12] Cc1ccc(OC(C)C(=O)Nc2ccc(S(=O)(=O)Nc3cc(C)on3)cc2)cc1 (stereo not drawn)
  1627, 1, 1, 1, -2, -2, 0, 0, 9, 1
[13] CCOC(=O)C1=C(O)C(=O)N(Cc2cccnc2)C1c1ccc(C)cc1 (stereo not drawn)
  1684, -4, 6, 1, 22, -5, -5, 2, 0, 0.8
[14] CCOC(=O)C(NC(C)=O)C(=O)O (stereo not drawn)
  1755, 6, -6, 1, -7, -7, 2, -3, 7, 1.1
[15] C/C(=N\NC(=O)c1nc(C)cc(C)n1)c1ccccc1
  1474, -14, 0, 1, -1, -1, 0, 0, 1, 1
[16] COCCCn1cc(C(=O)c2cc(Br)ccc2O)cc(C#N)c1=O
  1471, 2, -1, 1, 27, -22, -5, 2, -5, 0.7
[17] N#Cc1c(-c2ccc(F)cc2)cc(C2CC2)nc1SCC(=O)c1cccs1
  1468, -2, -1, 1, 13, -14, -5, -2, 2, 0.9
[18] Cn1c(=O)[nH]c(=O)c2c1nc(N(CCO)Cc1ccccc1)n2Cc1ccccc1Cl
  1329, -2, -1, 1, -11, -4, 1, -1, -7, 1.1
[19] O=[N+]([O-])c1ccc(NCCNc2ccc(Cl)nn2)cc1
  1549, 3, -6, 1, 28, 6, -2, -1, 2, 0.7
[20] O=C(O)CNC(=O)c1cccc(C(F)(F)F)c1
  1845, 1, 10, 1, -5, -2, -2, 0, 5, 1

# (listing goes on)
# Every second line gives: TR-FRET SRC-2 ct, PPARg SRC-3 ag, PPARg SRC-1 ag, TNAP act hi DEA, bIAP inhibitor, TNAP inh noacc, HMGR II inh, TNAP inh hiacc, PPARg SRC2 recr, bIAP activator
[21] Cc1ccccc1CSc1nc(C(C)(C)C)cc(=O)[nH]1
  1572, 2, 1, 1.1, 7, -12, -1, -6, -2, 0.9
[22] O=C(OCc1cc(=O)n2c(n1)sc1ccccc12)c1cccc(O)c1
  1594, -2, 0, 1, 0, -1, -3, -2, -2, 1
[23] COc1cc(NS(=O)(=O)c2ccc3[nH]c(=O)oc3c2)cc(OC)c1
  1476, 4, 2, 1, 0, -15, -4, -5, 5, 1
[24] O=C(O)c1ccccc1C(=O)NCC(O)COCC1CC=CCC1 (stereo not drawn)
  1549, -7, -5, 1.1, 8, -12, 0, -5, -4, 0.9
[25] Cc1cc(C)nc(/N=C2\NC(=O)CC3C(=O)NCCN23)n1 (stereo not drawn)
  1453, -2, 3, 1, -10, -2, -4, 4, -12, 1.1
[26] O=[N+]([O-])c1ccc(Sc2ccccc2)nc1
  1679, 1, 10, 1, -17, -12, -2, -2, -1, 1.2
[27] CC(C)NC(=O)COC(=O)c1ccccc1Oc1ccccc1
  1495, 0, -7, 1.1, 2, -11, -6, -7, 2, 1
[28] CCOc1ccccc1OCCCNCc1ccco1
  1279, 5, -7, 1, 4, -18, -5, -2, 4, 1
[29] OC1C2(Cc3ccccc3)CN3CCN(C2)CC1(Cc1ccccc1)C3 (stereo not drawn)
  1394, 0, 4, 1.1, -2, 4, 3, -5, -8, 1
[30] CCOC(=O)N1CCN(Cc2nc(N)nc(Nc3ccccc3C)n2)CC1
  1631, 3, -5, 1.1, 8, -8, 0, -7, 12, 0.9
[31] Cc1ccc(S(=O)(=O)NCc2cn3c(C)csc3n2)cc1
  1613, 4, -3, 1.1, 12, -13, 0, -5, 3, 0.9
[32] O=C(Oc1ccc(=O)n(-c2ccccc2)n1)c1ccc(Cl)cc1
  1429, -1, -3, 1, 12, -2, 0, 1, -1, 0.9
[33] COc1ccc(N=Nc2c(C)[nH][nH]c2=O)cc1
  1669, 1, 11, 0.9, 6, -38, 1, 13, 20, 0.9
[34] COc1ccc(NS(=O)(=O)c2ccc(S(=O)(=O)N3CCCC3)cc2)cc1
  1644, -1, 4, 1, 13, -4, -5, 0, 9, 0.9
[35] O=C(CCSc1nnc2ccc3ccccc3n12)Nc1ccc(F)cc1
  1920, 33*, 10, 1, 1, -18, 1, -5, 17, 1
[36] CCOC(=O)C(=CNCC(=O)O)C(=O)OCC
  1623, -5, 4, 1, 0, -12, -1, -2, 1, 1
[37] CC(CCc1ccccc1)NCC(O)c1cccc([N+](=O)[O-])c1 (stereo not drawn)
  1665, -3, 7, 1, 11, -4, -5, -4, 0, 0.9
[38] CCOC(=O)c1[nH]c(=O)[nH]c1CSCCO
  1425, 0, 2, 1, 0, -7, -1, -4, 4, 1
[39] NC(=O)C1=C[C@H](c2ccc(C(F)(F)F)cc2)C[C@H](OCc2ccc(CO)cc2)O1
  1468, -4, -4, 1.1, -8, -8, -4, -6, -3, 1.1
[40] CN(C)CCOc1ccc2c(c1)Sc1ccccc1CC2=O
  1394, 2, 4, 1.1, 8, -9, -2, -6, 2, 0.9

# In the list so far, 3 have a cyano group:
# Every second line gives: TR-FRET SRC-2 ct, PPARg SRC-3 ag, PPARg SRC-1 ag, TNAP act hi DEA, bIAP inhibitor, TNAP inh noacc, HMGR II inh, TNAP inh hiacc, PPARg SRC2 recr, bIAP activator
[3] N#CC1=C(N)SC(N)=C(C#N)C1CCc1ccccc1
  1760, 21, 4, 1, 15, -6, -3, -2, 18, 0.8
[16] COCCCn1cc(C(=O)c2cc(Br)ccc2O)cc(C#N)c1=O
  1471, 2, -1, 1, 27, -22, -5, 2, -5, 0.7
[17] N#Cc1c(-c2ccc(F)cc2)cc(C2CC2)nc1SCC(=O)c1cccs1
  1468, -2, -1, 1, 13, -14, -5, -2, 2, 0.9

# Next entries follow.
# Every second line gives: TR-FRET SRC-2 ct, PPARg SRC-3 ag, PPARg SRC-1 ag, TNAP act hi DEA, bIAP inhibitor, TNAP inh noacc, HMGR II inh, TNAP inh hiacc, PPARg SRC2 recr, bIAP activator
[41] COC(=O)c1cc(=O)n2c(-c3ccc(OC)cc3)csc2n1
  1306, -5, -4, 1, 2, -7, -2, -1, 1, 1
[42] Cn1c(=O)[nH]c2ccc([N+](=O)[O-])nc21
  1552, -2, 0, 0.9, -18, 6, -4, 11, -9, 1.2
[43] CCN(CC)S(=O)(=O)c1ccc(-c2nnc(SCC(=O)Nc3ccc(OC)c(OC)c3)o2)cc1
  1433, 8, 3, 1.1, -14, -6, 0, -5, -11, 1.1
[44] CC(=O)c1ccccc1NS(C)(=O)=O
  1602, -3, 0, 1, -20, -14, 1, -4, 6, 1.2
[45] COc1ccc(NC(=O)CSc2nnc(-c3ccc(C)cc3)n2N)cc1
  1631, -1, -2, 1, -8, -11, -1, -5, -5, 1.1
[46] CCOC(=O)c1ccccc1NC(=O)CSc1nc2ccccc2c(=O)[nH]1
  1754, 8, 8, 1, -10, -8, 0, -4, 2, 1.1
[47] Cn1c(SC2CCCCC2=O)nnc1-c1ccccc1F (stereo not drawn)
  1432, 0, 3, 1, -5, -10, -5, 0, -6, 1.1
[48] Cc1ccc2c(CC(=O)OCc3nc(N)nc(Nc4ccccc4C)n3)coc2c1
  1438, 8, -4, 1.1, 1, -8, -3, -7, -4, 1
[49] Cc1ccc(-c2nnn(CC(=O)N(CC3CCCO3)C(C(=O)NC3CCCC3)c3ccc(O)cc3)n2)o1 (stereo not drawn)
  1559, 3, 4, 1.1, 2, -12, -1, -6, 1, 1
[50] CNc1ccccc1C(C)(C)c1cc(-c2cc(C)cc(C)c2)no1
  1470, 0, 0, 1, 11, -16, -5, -4, 4, 0.9
[51] O=C(ON=C1CCN(S(=O)(=O)c2ccccc2)CC1)c1ccc(F)cc1
  1616, 2, 8, 1, 2, -7, -7, -3, 9, 1
